# Screens deposited in PubChem by National Center for Advancing Translational Sciences (NCATS).
# PTHR1 ag = activates the human parathyroid hormone receptor PTHR1 | Q03431 | HEK293 GP2 PTHR1 cells, GloSensor cAMP luminescence, 1 h | Potency, µM (top dose mostly 115 µM), without a hit: at the top dose activation, hits mostly activators | hit rate 0.075% among 410,000; also: nearly all actives have a fitted effect of over 55% in size; some results filed as inactive show a strong effect at the top dose; inactives centre near -15; many of its hits are not listed in these tables
# Target sequence (Q03431 whole entry, looked up): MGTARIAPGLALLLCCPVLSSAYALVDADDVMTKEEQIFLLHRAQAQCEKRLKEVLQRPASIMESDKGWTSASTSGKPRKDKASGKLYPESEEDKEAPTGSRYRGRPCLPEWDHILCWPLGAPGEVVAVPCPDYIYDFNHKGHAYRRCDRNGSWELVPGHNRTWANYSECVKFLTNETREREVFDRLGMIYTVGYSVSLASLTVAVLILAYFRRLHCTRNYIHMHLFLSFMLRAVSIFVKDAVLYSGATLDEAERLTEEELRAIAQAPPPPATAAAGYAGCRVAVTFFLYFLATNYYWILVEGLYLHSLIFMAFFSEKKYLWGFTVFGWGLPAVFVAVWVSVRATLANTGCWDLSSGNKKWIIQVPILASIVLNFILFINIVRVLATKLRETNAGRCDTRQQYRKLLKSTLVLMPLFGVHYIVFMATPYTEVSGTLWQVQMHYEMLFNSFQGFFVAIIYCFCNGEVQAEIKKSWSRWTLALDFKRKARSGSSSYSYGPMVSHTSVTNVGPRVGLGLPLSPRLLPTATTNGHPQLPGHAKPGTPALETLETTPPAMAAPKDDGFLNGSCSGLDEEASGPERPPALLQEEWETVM
#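 HEK-293-derived GP2 cells expressing PTHR1 and a GloSensor cAMP reporter, 3,000/well, plated overnight, given luciferin plus IBMX (each 0.5 mM as added) for 1 h at 37 °C, then compound for 1 h at 37 °C. Luminescence was read after 15 min at room temperature.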
# GLP1R inv ag = acts as inverse agonist at human GLP-1 receptor. P43220. HEK293 GLP-1R CRE-luciferase, luminescence, 24 h; GLP-1R form is constitutively active. Potency, µM (top dose mostly 38.3 µM), without a hit: top-dose activity change, negative = inhibition, hits mostly inhibitors. hit rate 1.6% among 410,000. AID 624417; also: % is scaled to controls: 0 for no effect and ±100 for the full control effect; nearly all actives have a fitted effect of over 55% in size
# Target sequence (P43220 whole entry, looked up): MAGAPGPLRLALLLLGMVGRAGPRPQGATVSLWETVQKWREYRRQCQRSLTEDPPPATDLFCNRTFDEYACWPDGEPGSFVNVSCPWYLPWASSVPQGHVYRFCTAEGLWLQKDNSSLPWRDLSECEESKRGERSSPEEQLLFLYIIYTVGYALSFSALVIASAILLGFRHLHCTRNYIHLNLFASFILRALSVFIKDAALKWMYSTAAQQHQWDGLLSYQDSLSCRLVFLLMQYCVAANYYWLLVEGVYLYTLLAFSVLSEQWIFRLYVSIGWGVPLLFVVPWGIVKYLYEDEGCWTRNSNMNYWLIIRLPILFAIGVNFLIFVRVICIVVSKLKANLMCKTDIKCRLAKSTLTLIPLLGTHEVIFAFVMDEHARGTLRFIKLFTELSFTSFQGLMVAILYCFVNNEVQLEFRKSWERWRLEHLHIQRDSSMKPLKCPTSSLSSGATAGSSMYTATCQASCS
#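 Assay principle: reduced luminescence from a cAMP-responsive reporter in HEK293 cells co-expressing a constitutively active GLP-1R. Conditions: 24 hr compound incubation, 37 deg C, 5% CO2.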
# GLP1R cytotox = cytotoxicity in counter-screen for GLP-1R inverse agonists; Potency, µM (titrated, usually from 38.3 µM), without a hit: top-dose activity change, negative = inhibition, usual class: inhibitors; HEK293 cAMP-luciferase reporter cells, luminescence, 24 h; hit rate 0.13% among 410,000;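 also: loss of luciferase light is scored as toxicity; % is scaled to controls: 0 for no effect and ±100 for the full control effect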
#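 A 23 nL compound transfer followed 12 hours of cell culture at 37 deg C; exposure then lasted 24 hr. Luciferase assay detection reagent was dispensed and plates read for luminescence after a 12 min room-temperature wait.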
# * marks the source's active call; other numbers are inactive results; i = inactive; ? = inconclusive; [ ] = another dose, or the depositor's remark. Calls follow the shape of the dose curve; as a rule, active = well fitted curve in the direction sought with a large enough effect; inconclusive = small, poorly fitted or top-dose-only effect, or another doubt; inactive = no such curve, though single readings can be large; an effect the other way counts as inactive or inconclusive. Potency is read from the fitted curve at half-maximal effect. An excerpt; count on the stated rates, not on these rows.
# Every second line gives: PTHR1 ag, GLP1R inv ag, GLP1R cytotox
Cc1ccc(-c2nc3nc(C)cc(N4CCN(c5cc(Cl)ccc5C)CC4)n3n2)cc1
→ 13%, -11%, -19%
Cc1ccc(CNC(=O)CCC(=O)N2Cc3ccccc3Oc3ncccc32)cc1
→ i, -4%, 5%
CCn1c(CN2CCN(C)CC2)nc2cc(NC(=O)c3ccc([N+](=O)[O-])cc3)ccc21
→ i, 2%, -9%
CCOc1ccc(C2=NC(c3cccs3)=Nc3ccc(C(C)C)cc3N2)cc1
→ -22%, ?, 1%
COc1ccccc1CCNC(=O)C(=O)NCC(c1ccco1)S(=O)(=O)c1ccc(F)cc1 (centres undefined)
→ -20%, -10%, 1%
Cc1ccc(-n2c(SCc3nc(-c4ccccc4C)no3)nnc2-c2ccncc2)cc1C
→ -20%, 6%, -4%
Cc1ccc(C)c(Cn2c(SCC(=O)NCc3ccccc3)nc3ccccc32)c1
→ -5%, -19%, -14%
O=C(Nc1ccc2oc(-c3ccc4ccccc4c3)nc2c1)c1cc(Cl)ccc1Cl
→ 5%, 5%, 0%
COC(=O)c1ccc(C(=O)OC)c(NC(=O)N2CC3CCCN3c3ccccc32)c1 (centres undefined)
→ i, 9%, 13%
CCc1ccc2occ(CC(=O)NCc3ccccc3)c2c1
→ -29%, ?, -9%
Cc1ccc(Cn2c(C)c3cnn(CC(=O)NCCc4ccc(Cl)cc4)c(=O)c3c2C)cc1
→ i, 9%, 8%
COc1ccc(-c2cn3c(n2)sc2cc(C(=O)Nc4cccc(OC)c4)ccc23)cc1
→ -1%, 0%, 8%
Cc1cc(C)n(-c2nc3ccccc3nc2Nc2ccc(N(C)C)cc2)n1
→ i, 13%, -2%
Cc1cc2c(cc1S(=O)(=O)NCc1ccc(F)cc1)OCC(=O)N2
→ -25%, 13%, 1%
COc1cccc(CNC(=O)CN2C(=O)CSc3c2c(C)nn3-c2ccccc2)c1OC
→ -3%, 4%, -1%
Cc1cccc(CC(=O)N2CC(=O)Nc3ccc(Br)cc3C2c2ccc(F)cc2)c1 (centres undefined)
→ -19%, ?, -11%
Cc1ccc(N2CCN(C(=O)c3c(C)oc4ncnc(N5CCOCC5)c34)CC2)c(C)c1
→ i, 2%, -2%
CCN(CC)C(=O)c1sc2c(c1C)c(=O)n(-c1ccc(Cl)c(Cl)c1)c(=O)n2Cc1ccccc1C#N
→ i, 12%, 15%
COC(=O)c1cc2occc2n1CC(=O)Nc1ccc(C(C)C)cc1
→ i, 1%, -3%
O=[N+]([O-])c1cc(-c2nc(-c3ccccc3)no2)ccc1NCc1ccco1
→ -19%, 10%, 9%
COc1ccc(S(=O)(=O)c2c(Nc3cccc(C)c3C)sc(C(=O)c3ccccc3)c2N)cc1
→ -4%, ?, -11%
O=C(Nc1cc(Cl)cc(Cl)c1)c1ccc(F)c(S(=O)(=O)N2CCN(c3ccccc3F)CC2)c1
→ i, -4%, 17%
Cc1c(C(=O)Nc2c(F)cccc2F)sc2ncn(Cc3ccccc3F)c(=O)c12
→ -9%, -24%, 3%
CCOc1ccc(C2c3c(oc4ccccc4c3=O)C(=O)N2Cc2ccc3c(c2)OCO3)cc1 (centres undefined)
→ i, -2%, -3%
O=C(NCCc1csc(-c2ccc(F)cc2)n1)c1cccs1
→ -47%[inhibitor], ?, -6%
N#Cc1ccc(-c2cccs2)nc1SCc1c(F)cccc1Cl
→ -15%, ?, -24%
CCOC(=O)c1c(C)[nH]c(C)c1S(=O)(=O)NCC(=O)Nc1cc(C)ccc1OC
→ -9%, 11%, -7%
COc1cc2nc(Nc3cccc(C)c3)nc(N)c2cc1OC
→ -22%, ?, 0%
CCn1cc2nc(SCC(=O)Nc3ccc(C)cc3)n(Cc3ccc(C)cc3)c(=O)c2n1
→ i, ?, -7%
COc1ccc(CNC(=O)C(=O)NCC(c2cccs2)S(=O)(=O)c2cccs2)cc1 (centres undefined)
→ -13%, 18%, -2%
COc1ccccc1CNC(=O)CSc1nc(=O)[nH]c2c1CCCC2
→ -7%, -5%, 0%
COc1cccc(CN2CCc3nc(N4CCN(C)CC4)ncc3C2)c1
→ -1%, -23%, 4%
CN(C)c1ncc(C(=O)NCc2ccccc2Cl)cn1
→ i, 13%, -9%
O=C(NCc1ccc(Cl)cc1)c1cc2ccccc2o1
→ -45%[inhibitor], -9%, 1%
Cn1c(-c2ccc(S(=O)(=O)N3CCCC3)cc2)csc1=Nc1ccc(Cl)c(Cl)c1
→ -53%[inhibitor], -13%, 0%
CCN1CCC(N(Cc2cccc(OC)c2)C(=O)Nc2cccc(C)c2C)CC1
→ i, -23%, 17%
O=C(Nc1ccc2nc(SCC(=O)N3CCc4ccccc43)sc2c1)c1ccccc1
→ i, -27%, -14%
Cc1ccc(C)c(N2CCN(C(=O)c3cnn(-c4ccccc4Cl)c3C3CCN(C(=O)OC(C)(C)C)CC3)CC2)c1
→ i, 1%, -4%
O=C(NC1CC(=O)N(c2cccc(F)c2)C1)c1cc2ccccc2o1 (centres undefined)
→ -41%[inhibitor], -10%, 1%
CCOC(=O)c1cc(-c2ccccc2)n(CCC(=O)NCCc2ccc(C)cc2)c1C
→ -84%[inhibitor], -2%, 3%
COc1ccc(Cc2c(C)nn(-c3nc(C)c(C(=O)Nc4cccc(C(C)=O)c4)s3)c2C)cc1
→ -6%, 3%, 14%
Cc1c(C(=O)NCc2cccc(Cl)c2)sc2ncnc(N(C)C3CCCCC3)c12
→ i, ?, -4%
O=C(CCC1N=C2c3ccccc3N=C(SCc3ccccc3Cl)N2C1=O)N1CCN(c2ccccc2)CC1 (centres undefined)
→ i, -12%, -2%
CCC(=O)Nc1ccccc1-c1nc2ccccc2n(CC(=O)c2ccc(C)cc2)c1=O
→ -4%, 27%, -6%
CCOC(=O)c1cc2c(=O)n3ccccc3nc2n(Cc2ccco2)c1=NC(=O)c1cccc(F)c1
→ i, -21%, 234%[activator]
CCCCc1nnc(SCc2cc(=O)c3cc(C(=O)OCC)ccc3[nH]2)n1C
→ i, 16%, -1%
CCOc1ccc(-c2c(C)nn3c(-c4ccccc4)c(C(=O)NCCOC)cnc23)cc1OCC
→ i, 6%, -1%
Cc1ccc(CCNC(=O)c2cnc3c(-c4ccc(F)cc4)c(C)nn3c2C)cc1
→ ?, -2%, -26%
COC(=O)c1cnn(-c2ccc(C(=O)Nc3ccc(OC(F)(F)F)cc3)cc2)c1N
→ -89%[inhibitor], ?, -1%
CCOC(=O)c1oc2c(c1C)-c1nn(Cc3c(F)cccc3Cl)cc1CC2
→ -21%, 7%, -2%

# (listing goes on)
Compound | PTHR1 ag | GLP1R inv ag | GLP1R cytotox
O=C(NCc1ccc2c(c1)OCO2)c1ccc2c(c1)N(Cc1cccc(Cl)c1)C(=O)c1ccccc1S2=O (centres undefined) | i | -1% | 4%
CC1CCC(NC(=O)c2ccc(CS(=O)(=O)c3ccc(Cl)cc3)o2)CC1 (centres undefined) | i | ? | -17%
COc1ccc2nc(NC(=O)c3nc(SCc4ccccc4F)ncc3Cl)sc2c1 | i | 18% | 1%
CCCN(Cc1cccs1)C(=O)Nc1ccc(F)c(Cl)c1 | -75%[inhibitor] | ? | 1%
CCc1ccc(C2c3c(oc4ccc(F)cc4c3=O)C(=O)N2CCc2ccc(OC)cc2)cc1 (centres undefined) | i | 3% | -2%
CCN1C(=O)c2ccccc2Sc2ccc(NC(=O)Nc3cccc([N+](=O)[O-])c3C)cc21 | -39%[inhibitor] | 4% | 8%
Cc1cccc(NC(=O)c2c(C)oc3ncnc(N4CCCCC4)c23)c1C | i | -23% | 0%
O=C(NCc1cccc(F)c1)C1CCN(c2nn3cc(-c4ccc(F)cc4)nc3s2)CC1 | -8% | 1% | 3%
CCCC12CN3CC(CCC)(CN(C1)C3c1c(C)[nH]c(=O)[nH]c1=O)C2=O (centres undefined) | ? | 9% | -7%
COc1ccc(CNC(=O)C(CC(C)C)NS(=O)(=O)c2ccc3c(c2)CCN3C(C)=O)cc1 (centres undefined) | -22% | 25% | 6%
Cc1ccc(NC(=O)c2c(C)oc3ccc(O)c(CN4CCOCC4)c23)cc1 | -4% | 2% | 1%
N#Cc1ccccc1Cn1c(=O)n(CCCC(=O)NCc2ccccc2Cl)c(=O)c2ccccc21 | i | 1% | 3%
CCOc1ccc(NC(=O)C2CCN(S(=O)(=O)c3c(C)noc3/C=C/c3cccs3)CC2)cc1 | 14% | 7% | 5%
CC(C)c1nn2c(=O)cc(COC(=O)c3ccccc3NC(=O)C3CCCCC3)nc2s1 | i | 8% | 21%
COc1cc(OC)c(NC(=O)c2c(N3CCCC3=O)c3cc(C)ccc3n2C)cc1Cl | i | 12% | 7%
CCCCN(CCCC)CCNC(=O)c1cc(-c2cccnc2)nc2ccc(S(=O)(=O)N3CCC(C)CC3)cc12 | i | 6% | -1%
COc1cc2c(cc1NC(=O)COc1ccc(Cl)cc1Br)oc1ccccc12 | 17% | 3% | -9%
COc1cccc2cc(C(=O)Nc3ccc(F)c(F)c3)c(=O)oc12 | -24% | 23% | 3%
COC(=O)c1ccc(Cn2c(SCC(=O)N(C)c3ccccc3)nc3ccccc32)cc1 | -24% | ? | -11%
COc1ccc(CCC(=O)NCc2nc3cccnc3n2Cc2ccc(F)cc2)cc1 | 12% | -4% | 0%
Cn1cc(-c2cc3n(n2)CCC(=O)N3CC(=O)NCc2ccccc2)c2ccccc21 | -19% | -4% | 0%
COc1ccc(-c2noc(-c3ccc(N4CCCC4)c([N+](=O)[O-])c3)n2)cc1 | -96%[inhibitor] | -9% | 8%
COc1ccc(N2CCN(c3csc4ccc(Cl)cc4c3=O)CC2)cc1 | -13% | 11% | 23%
Cc1cccc(-n2cnc3cc(C(=O)NCc4ccccc4Cl)ccc32)c1 | -33%[inhibitor] | ? | ?

# Laid out differently: entries from further up.
structure: CCOc1ccc(NC(=O)C2CCN(S(=O)(=O)c3c(C)noc3/C=C/c3cccs3)CC2)cc1
  PTHR1 ag = 14%	GLP1R inv ag = 7%	GLP1R cytotox = 5%
structure: CC(C)c1nn2c(=O)cc(COC(=O)c3ccccc3NC(=O)C3CCCCC3)nc2s1
  PTHR1 ag = i	GLP1R inv ag = 8%	GLP1R cytotox = 21%
structure: COc1cc(OC)c(NC(=O)c2c(N3CCCC3=O)c3cc(C)ccc3n2C)cc1Cl
  PTHR1 ag = i	GLP1R inv ag = 12%	GLP1R cytotox = 7%
structure: CCCCN(CCCC)CCNC(=O)c1cc(-c2cccnc2)nc2ccc(S(=O)(=O)N3CCC(C)CC3)cc12
  PTHR1 ag = i	GLP1R inv ag = 6%	GLP1R cytotox = -1%

# Other records.
Compound | PTHR1 ag | GLP1R inv ag | GLP1R cytotox
CCC(=O)N1CCc2cc(Br)cc(S(=O)(=O)N3CCC(C(=O)N(CC)CC)CC3)c21 | i | 17% | -2%
CCOC(=O)c1cc(-c2ccccc2)n(CCCC(=O)Nc2cc(C)ccc2OC)c1C | i | ? | -19%
Cc1cn2c(=O)cc(COC(=O)c3ccccc3F)nc2s1 | -11% | 2% | 0%
CCN(c1cccc(C)c1)c1ncnc2c1cnn2-c1cccc(Cl)c1 | i | -2% | -12%
CCc1ccc(NC(=O)c2cc(S(=O)(=O)N3CCCCCC3)ccc2F)cc1 | -58%[inhibitor] | ? | -17%
COc1ccccc1NC(=O)Cn1c(=O)n(Cc2nc(-c3ccccc3)no2)c(=O)c2ccccc21 | -4% | 0% | -7%
COc1ccc(OC)c(-c2noc(CSc3nnc(Cc4ccccc4)n3-c3cccc(C)c3)n2)c1 | -16% | -24% | -3%
COc1ccc(/C=C\c2onc(C)c2S(=O)(=O)N2CCC(C(=O)Nc3cccc(Cl)c3)CC2)cc1 | i | -17% | 0%
COc1cccc(NC(=O)C2=C(C)C(=O)OC23CCN(C(C)=O)CC3)c1 | ? | 3% | 4%
FC(F)(F)c1cccc(-n2cc(-c3ccccc3)c3c(N4CCCCC4)ncnc32)c1 | i | 1% | -10%
COc1ccccc1CNC(=O)c1cnc2sc(N3CCOCC3)nn2c1=O | ? | 10% | -1%
COc1ccccc1NC(=O)c1sc2nc(C)c(C(=O)Nc3ccc(C)cc3C)c(-c3ccco3)c2c1N | 8% | -20% | 3%
CC(=O)c1cccc(Nc2ncnc3c2cnn3C)c1 | 18% | 20% | 3%
CCOc1cc(C(=O)Nc2cccc(-c3nc4ccccc4o3)c2)cc(OCC)c1OCC | 0% | -3% | 0%
Cc1cc2n(n1)CCCN2C(=O)Nc1ccc(Cl)cc1 | i | -20% | 2%
COc1cccc(CNC(=O)C2CCCN(S(=O)(=O)c3ccc4c(ccn4C)c3)C2)c1OC (centres undefined) | i | -14% | -7%
COc1ccc(/C=C/c2noc(-c3ccccc3O)n2)cc1OC | i | 5% | 12%
